AMA1-RON2 inh: qHTS for Inhibitors of AMA1-RON; Towards Development of Antimalarial Drug Lead: Primary Screen; actives 0.2% (n = 360,000); Potency, µM (series often up to 58.2 µM), for the others: at the top dose activity change, negative = inhibition, most hits filed as inhibitors; AlphaScreen AMA1-biotinylated RON2 peptide binding;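 also: 0% = vehicle wells and -100% = peptide control; nearly all actives have a fitted effect of over 45% in size; some results filed as inactive show a strong effect at the top dose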
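AMA1 (3D7) with his tag at 25 nM final met compounds first, then biotinylated RON2 peptide at 25 nM; detection used donor plus acceptor beads, 10 µg/mL apiece, read by AlphaScreen after 30 min at room temperature.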
TbPYK inhibitor: qHTS of Trypanosoma Brucei Inhibitors; TbPYK enzyme, Kinase-Glo Plus ATP luminescence, 45 min; Potency, µM (highest dose often 76.8 µM), inactives show at the highest dose activity, negative = inhibition, usual class: inhibitors; actives 0.12% (n = 410,000); also: nearly all actives have a fitted effect of over 50% in size
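Activity of T. brucei pyruvate kinase was followed by Kinase-Glo Plus luminescence after the enzyme reacted 45 min at room temperature with 130 uM ADP (final) and substrate. Test compounds were added before ADP at multiple concentrations.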
Active calls of the source: *; ? = inconclusive; [ ] = remark or other dose. Calls follow the shape of the dose curve; as a rule, active = well fitted curve in the direction sought with a large enough effect; inconclusive = small, poorly fitted or top-dose-only effect, or another doubt; inactive = no such curve, though single readings can be large; an effect the other way counts as inactive or inconclusive. Unless noted, % is scaled to controls: 0 for no effect and ±100 for the full control effect; potency is read from the fitted curve at half-maximal effect. This is a subset; rates above refer to the full screens.

smiles | TbPYK inhibitor | AMA1-RON2 inh
NC(c1csc(NC(=O)c2cccc(OC(F)(F)F)c2)n1)c1ccccc1Cl (stereo not given) | 3% | 101%[activator]
CCOc1ccccc1C(=O)NCC(=O)OCC(=O)N1CCCC1 | -6% | -4%
CN(C)CCOc1ccc2c(c1)C(=O)C(=Cc1ncc([N+](=O)[O-])n1C)C2 | -5% | -1%
NNC(=O)C1SCCN1S(=O)(=O)c1ccc(Cl)cc1 (stereo not given) | 3% | 13%
Cc1cc(NC(=O)CCC(=O)N(CC(=O)NC2CCCC2)c2cccc(C)c2C)no1 | -2% | 4%
CCN(CC)C(=O)c1ncn2c1C(=O)N(C)CC2 | 1% | 6%
COc1ccc(S(=O)(=O)N2CCC[C@H]2C(=O)N2CCC[C@H]2C(=O)NCc2ccncc2)cc1C | 0% | 8%
COc1ccc(OC)c(N(CC(=O)Nc2ccccc2F)S(=O)(=O)c2ccccc2)c1 | -2% | -2%
C[C@@H]1CN([C@@H](C)CO)C(=O)c2cc(Br)cnc2O[C@@H]1CN(C)C(=O)Nc1ccc(F)cc1 | 6% | 0%
COCCCNC(=O)C[C@@H]1C[C@@]2(C(=O)OC)CCCCC=C2N(Cc2ccccc2)C1=O | 2% | 1%
CCc1nc2ccc(C(=O)NCc3ccc4c(c3)OCO4)cn2c1N(C)CCC(C)C | 3% | -15%
COC(=O)c1ccc2nc(-c3ccc(OC)c(OC)c3)c(Cc3ccsc3)n2c1 | 4% | -1%
Cc1ccc(C)c2[nH]c(=O)c(CCNC(=O)c3ccc(Br)o3)cc12 | 1% | 2%
COc1ccc(/C=C2/C(=O)N(c3ccccc3)N=C2C)cc1 | 1% | ?
COc1ccc(C=NN=C2c3ccccc3-c3ccccc32)cc1OC | -3% | ?
COc1ccc(N=Cc2ccccc2O)cc1 | 3% | 5%
Fc1cccc(Cc2c(-c3cccc(Cl)c3)nc3ccc(Br)cn23)c1 | 2% | -8%
Cc1cc(NC(=O)CN2C(=O)NC(C)(CC(C)C)C2=O)no1 (stereo not given) | 1% | 2%
O=[N+]([O-])C1C(c2ccccc2)C12c1ccccc1-c1ccccc12 (stereo not given) | -7% | -8%
C=CCN1C(=O)[C@H]2CCC=C[C@H]2[C@@H]1c1cccc(C)c1 | -3% | 9%
Oc1ccccc1C=NNC(=S)NC1CC2C=CC1C2 (stereo not given) | -6% | 86%[activator]
CC(C)C[C@@H](CNCC(=O)[C@H](C)NC(=O)c1[nH]cnc1C(=O)N[C@@H](C)CN)NC(=O)c1nc[nH]c1C(=O)N[C@@H](CO)C(=O)O | 1% | 93%[activator]
CC1=C(C(=O)N(C(C)C)C(C)C)CC(CC(=O)NCc2ccco2)C(=O)N1Cc1ccc(F)cc1 (stereo not given) | -1% | 3%
COc1ccc(C(=O)C2CCCN(C(=O)c3csc(SC)n3)C2)cc1F (stereo not given) | -7% | 4%
CC1(C(=O)NS(=O)(=O)c2cccc(Cl)c2)CCN1C(=O)C1(c2ccccc2)CC1 (stereo not given) | 5% | -5%
NC(=O)c1ccc(NC(=O)COC(=O)c2ccc(Br)c(S(=O)(=O)N3CCOCC3)c2)cc1 | 3% | 30%[activator][11.6 µM]
S=c1c2[nH]cnc2ncn1CCSc1ncnc2nc[nH]c12 | 2% | 7%
COc1ccc(S(=O)(=O)N2CCC(C(=O)NCC(=O)Nc3c(C)cccc3C)CC2)cc1OC | 3% | 14%[11.6 µM]
O=C1N[C@@H](Cc2cn(S(=O)(=O)c3ccc([N+](=O)[O-])cc3)c3ccccc23)C(=O)N[C@H]1Cc1ccccc1 | -1% | -1%
C=CCC[C@@H](Cc1ccc(F)cc1)C(=O)OC[C@@H](Cc1c[nH]c2ccccc12)NC(=O)[C@@H](CC=C)CC(=O)NCCO | -3% | -18%
O=C1CC2(CCCCC2)Oc2ccccc21 | 0% | 9%
CCC(CO)Oc1cc(NC(=O)c2ccccc2N)c2ncn(C(C)C)c2c1 (stereo not given) | -17% | 48%[activator]
CC1(C(=O)O)CCCN1C(=O)c1cccc2ccccc12 (stereo not given) | -3% | 1%
CCCOC(=O)C1C2CCC(O2)C1C(=O)O (stereo not given) | 1% | -1%
CC(=O)Nc1ccc(S(=O)(=O)N(C)c2ccc(OCC(=O)NCCc3ccccc3F)cc2)cc1 | -6% | -4%
CC1(C(=O)NS(=O)(=O)Cc2ccccc2)CCN1C(=O)Cc1cc(F)ccc1F (stereo not given) | -2% | -6%
CN1OC[C@@H]2CN[C@H](c3ccc(Br)cc3)C[C@@H]21 | 0% | 9%
Cc1ccc(S(=O)(=O)Oc2cccc([N+](=O)[O-])c2)cc1 | -1% | -9%
CC1(C)C=Cc2c(ccc3c2OC[C@@H](c2ccc(O)cc2O)C3)O1 | 3% | -29%
Cc1cc2nc(-c3ccc(C#N)cc3)c(Cc3ccsc3)n2c(C)c1Br | -13% | -9%

Structures shown so far containing an aryl thioether with sulfur outside any ring:
smiles | TbPYK inhibitor | AMA1-RON2 inh
COc1ccc(C(=O)C2CCCN(C(=O)c3csc(SC)n3)C2)cc1F (stereo not given) | -7% | 4%
S=c1c2[nH]cnc2ncn1CCSc1ncnc2nc[nH]c12 | 2% | 7%

(listing goes on)
smiles | TbPYK inhibitor | AMA1-RON2 inh
CC1(C)C(=O)Nc2ccccc2N1C(=O)COC(=O)c1cccnc1Cl | 2% | -19%
O=S1(=O)CSCS(=O)(=O)C1 | -3% | 6%
CCc1ccc(C(=O)NNC(=O)[C@H](C)NC(=O)c2ccco2)cc1 | -2% | 18%
Cn1c(=O)[nH]c2c(c1=O)CCO2 | 0% | 14%
C[C@H](CO)N1C[C@H](C)[C@H](CN(C)Cc2ccncc2)OCc2ccccc2-c2c(n(C)c3ccccc23)C1=O | -16% | 10%
Clc1ncccc1OCc1ccccc1 | -3% | 4%
COc1ccc(CC(=O)Nc2cc(S(=O)(=O)N3CCCCC3)ccc2OC(C)C)cc1OC | -6% | -2%
Cc1ccccc1Oc1ccc2c(c1)[C@@H]1C[C@H](N(C)C(=O)c3cccnc3)[C@H]([C@H](C)O)C(=O)N1CC2 | -15% | -5%
CC1(C(=O)NS(=O)(=O)c2ccccc2C(F)(F)F)CCN1C(=O)C1CCCCC1 (stereo not given) | -2% | 4%
COc1ccc2[nH]c3c(c2c1)CCN1C(=O)C(CC(=O)NCCN2CCOCC2)C[C@H](C(=O)N2CCCCC2)[C@@]31CCc1ccccc1 (stereo not given in full) | 1% | -3%
CC1C(C)N(C(=O)CCl)c2ccccc2N1C(=O)CCl (stereo not given) | 3% | -3%
CC1(C)OC2OC(C3COC(=O)O3)C(OC(=O)c3ccccc3)C2O1 (stereo not given) | -7% | -8%
CCCCCCCCCCCCCCCC[N+](C)(C)CCl | -10% | -10%
CCOC(=O)C1=CCN(S(=O)(=O)c2ccccc2Br)C1c1ccc(C)cc1 (stereo not given) | -1% | -2%
O=C(COC(=O)c1cnccn1)NC1CCCc2ccccc21 (stereo not given) | 2% | -1%
COCCN1C[C@@H](CO)O[C@@H](n2cnc3c(NCc4ccncc4)ncnc32)C1 | -2% | 28%
COC1OC(c2ccccc2)=C(c2cnc(N)nc2)c2ccc(F)cc21 (stereo not given) | 1% | -5%
Cc1noc(C)c1S(=O)(=O)Nc1ccc2c(c1)C(=O)N([C@@H](C)CO)C[C@@H](C)[C@@H](CN(C)CC1CCCCC1)OCCCC[C@@H](C)O2 | -6% | 8%
CCCCC1CC2=C(C(=O)OC(C)(C)O2)C(c2ccc(F)cc2)O1 (stereo not given) | -1% | -1%
O=C(Nc1ccc(Cl)c(C(F)(F)F)c1)NC1CC2CCCC(C1)N2C1CC1 (stereo not given) | -9% | 10%
Cc1ccc2c(c1)N(Cc1ccccc1)C(=O)C(C)S2 (stereo not given) | 1% | 0%
COCCNC(=O)c1cc(-c2ccccc2)nn1CC1CC(c2cccc([N+](=O)[O-])c2)=NO1 (stereo not given) | -1% | 8%
CC(C)(C)c1ccc(Nc2n[nH]c3ccccc23)cc1 | 4% | -25%
Cn1cc(C(=O)OCC2CCN(CCNS(C)(=O)=O)CC2)c2ccccc21 | 3% | 1%
CCOC(=O)C1(CCOC)CCCCC1=O (stereo not given) | -7% | 3%
CCOC(=O)C1(C)CCCCN1C(=O)c1ccnc(Cl)c1 (stereo not given) | -2% | -6%
CC1(C(=O)NS(=O)(=O)c2cccc(F)c2)CCN1C(=O)Cc1ccccc1Cl (stereo not given) | 3% | 1%
Cc1ccc(S(=O)(=O)N2C[C@@H](C)[C@]3(C2)[C@H](O)[C@H](OC(=O)Nc2c(C)noc2C)C[C@H]2C(=O)N(c4ccccc4)C(=O)[C@H]23)cc1 | 1% | 0%
CC(=O)Nc1ccc(C(=O)CN2C(=O)NC3(CCCc4ccccc43)C2=O)c(F)c1 (stereo not given) | 4% | 0%
CCCNCC(=O)Nc1cccc(S(=O)(=O)NC2=NCCCCC2)c1 | -4% | 9%
CSc1ccc(C(O)c2ncc(-c3ccccc3F)[nH]2)cc1 (stereo not given) | 3% | -25%
COC(=O)C1CCN(C2CN(Cc3ccccc3)S(=O)(=O)C2)CC1 (stereo not given) | 1% | 9%
C=CCN1c2ccccc2Sc2cnccc21 | -2% | 3%
CCOC(=O)C1CCCCN1C(=O)CCc1nnc(-c2ccc3c(c2)OCO3)o1 (stereo not given) | -6% | 3%
COc1cc(C(=O)Nc2ccc(S(=O)(=O)N3CCCCC3)cc2)ccc1OCC(=O)N1CCOCC1 | -5% | 9%[11.6 µM]
C[C@@H]1C(=O)N(c2ccccc2)[C@@H]1c1ccncc1 | 1% | -4%
O=C1CN(C(=O)COC(=O)[C@@H]2CCCN2S(=O)(=O)c2ccc(Cl)cc2)c2ccccc2N1 | -1% | 1%
O=C1[C@H](Cc2ccccc2)NCCCC[C@H](c2ccco2)N1Cc1ccccc1 | -2% | -16%
C[C@H]1CN([C@@H](C)CO)C(=O)c2cc(-c3ccccc3F)cnc2O[C@H]1CN(C)C(=O)C1CCOCC1 | -5% | 0%
CC(=O)C1CCC2C3CCC4=CC(=O)CCC4(C)C3(F)C(O)CC12C (stereo not given) | 2% | -11%
CCCNC(=O)C1(C)CCN(C(=O)c2cc(C(C)(C)C)nn2C)C1 (stereo not given) | 1% | 42%[activator]
CCOc1ccc(NC(=O)c2ccc(F)cc2F)cc1 | -7% | 8%
COCC(=O)N(C)[C@H]1C[C@H]2c3[nH]c4ccccc4c3CCN2C(=O)[C@H]1[C@H](C)O | 1% | -4%
c1csc(CNc2nc(NCC3CCCCC3)c3sccc3n2)c1 | -5% | -17%
CC1CCCCC1NC(=O)COC(=O)c1ccc2c(c1)NC(=O)CS2 (stereo not given) | 2% | 6%
O=C1c2ccccc2[C@@H]2C[C@@H](O)[C@H](Nc3cccc4ccccc34)CCN12 | -2% | -7%
CC(C)(C)CCN1CCC(CN2CCNC2=S)CC1 | -1% | 12%
O=C(NCc1ccccc1)c1cc(C2COCCN2C(=O)CCc2ccccc2)on1 (stereo not given) | 5% | 2%
c1ccc(N2CC3COc4ccccc4C3=N2)cc1 (stereo not given) | -6% | 443%[activator]
COc1ccc(Cl)cc1Cn1c(C)c(C(=O)NCc2ccccc2C(F)(F)F)sc1=O | -2% | -2%
COC(=O)C1(C)NC(c2cccc(C)c2)C2C(=O)N(c3ccccc3)C(=O)C21 (stereo not given) | -5% | 3%
COc1ccc(C(=O)/C=C/c2ccccc2OC)c(OC(=O)c2ccc([N+](=O)[O-])cc2)c1 | 0% | -1%
COc1ccc(C(=O)NCC(=O)OCC(=O)NC2CCCCCC2)cc1OC | 2% | -1%
S=c1[nH]nc2sc3ccccc3n12 | ? | 119%[activator]
COc1ccc(NC(=O)CCCOc2ccc(Cl)c(C)c2)cc1S(=O)(=O)N1CCOCC1 | ? | 17%
O=C1NCCCN1C1OC(CO)C(O)C1O (stereo not given) | 6% | 0%
CC1(C(=O)NS(=O)(=O)c2ccccc2)CCN1C(=O)Cc1ccc(-c2ccccc2)cc1 (stereo not given) | -8% | -5%
CC(=O)C1=CCC(c2ccccc2)N(S(=O)(=O)c2cccc(C)c2)C1 (stereo not given) | -2% | -2%

Single records (already shown). Order of screens: TbPYK inhibitor, AMA1-RON2 inh
`CC1(C)OC2OC(C3COC(=O)O3)C(OC(=O)c3ccccc3)C2O1` (stereo not given) as listed: -7%, -8%
`C=CCC[C@@H](Cc1ccc(F)cc1)C(=O)OC[C@@H](Cc1c[nH]c2ccccc12)NC(=O)[C@@H](CC=C)CC(=O)NCCO` as listed: -3%, -18%
`CC(=O)Nc1ccc(C(=O)CN2C(=O)NC3(CCCc4ccccc43)C2=O)c(F)c1` (stereo not given) as listed: 4%, 0%
`CC(=O)C1=CCC(c2ccccc2)N(S(=O)(=O)c2cccc(C)c2)C1` (stereo not given) as listed: -2%, -2%
`c1csc(CNc2nc(NCC3CCCCC3)c3sccc3n2)c1` as listed: -5%, -17%

Screening results: PubChem BioAssay, National Center for Advancing Translational Sciences (NCATS)
